Scp-1 inhibitor – inhibitors of human Scp-1 phosphatase. Q9GZU7. Recombinant Scp1, phosphopeptide, malachite green phosphate absorbance. inhibition, % at 20 µM. 340,000 compounds, 0.88% hits. AID 493091;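 active = inhibition above about 50% at 20 µM, limit read from the data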;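 note: plate controls were DMSO wells with enzyme for no effect and wells lacking enzyme for full effect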
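Test system – truncated SCP-1 phosphatase (76-261aa) · Reagent – Phosphorylated 17-residue peptide substrate · Incubation – 45 min room-temperature reaction, 5 min colour, 30 min stabiliser · Detection – colorimetric phosphate reagent with accelerator and stabiliser, absorbance at 630 nm · Measure – % inhibition at 20 µM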
Neddylation inh – blocks human cullin neddylation; TR-FRET cullin neddylation, biochemical; calls only at 25 µM; P61081+Q13564; 360,000 compounds, 0.58% hits; in the data active = inhibition above about 36%
Target sequence (P61081 whole entry, looked up): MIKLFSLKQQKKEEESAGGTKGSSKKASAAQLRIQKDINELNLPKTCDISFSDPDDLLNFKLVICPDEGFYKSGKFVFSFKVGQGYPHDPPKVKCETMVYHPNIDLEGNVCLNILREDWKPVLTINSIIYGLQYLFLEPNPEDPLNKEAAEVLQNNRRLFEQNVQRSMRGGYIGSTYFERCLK
Target sequence (Q13564 whole entry, looked up): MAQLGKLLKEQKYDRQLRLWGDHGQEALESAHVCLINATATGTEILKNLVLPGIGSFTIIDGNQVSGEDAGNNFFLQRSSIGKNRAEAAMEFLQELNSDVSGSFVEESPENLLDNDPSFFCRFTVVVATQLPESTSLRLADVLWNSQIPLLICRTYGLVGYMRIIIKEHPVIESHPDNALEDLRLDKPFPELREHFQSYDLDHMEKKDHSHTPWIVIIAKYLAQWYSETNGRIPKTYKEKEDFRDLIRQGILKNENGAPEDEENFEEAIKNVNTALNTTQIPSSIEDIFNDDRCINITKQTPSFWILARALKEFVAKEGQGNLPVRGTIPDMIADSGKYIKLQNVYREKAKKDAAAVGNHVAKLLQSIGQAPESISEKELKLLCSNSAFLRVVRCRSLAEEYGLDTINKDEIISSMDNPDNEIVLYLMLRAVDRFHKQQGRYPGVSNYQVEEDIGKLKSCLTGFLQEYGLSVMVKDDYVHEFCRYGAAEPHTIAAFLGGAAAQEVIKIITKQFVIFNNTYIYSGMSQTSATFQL
DNMT1 inh – blocks human DNA methyltransferase DNMT1; P26358; DNMT1 molecular beacon, Hinp1I cleavage, fluorescence; inhibition (reported as % activation of signal), % at 10 µM; 360,000 compounds, 0.83% hits; in the data active = inhibition above about 50%
CSN inh – inhibitors of human CSN-mediated cullin deneddylation; inhibition, % at 12.5 µM; 360,000 compounds, 0.38% hits; Purified CSN, SCF-Nedd8-OG deneddylation, fluorescence polarization; AID 651999; Q92905;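 active = pattern-corrected inhibition above about 35%, with an unprinted fluorescence ratio check between 0.5 and 1.5, limit read from the data, passing the limit was not always enough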;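 note: 0% = enzyme with substrate and 100% = substrate without enzyme; some results filed as inactive read as strong as hits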
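Test system: Human Csn5 produced in HEK293T cells | Compound: 12.5 µM single point | Times: 90 min, room temperature | Signal: Fluorescence polarization readout | Read-out basis: % inhibition of substrate cleavage by Csn5 | Controls: no-enzyme wells high, enzyme-with-substrate wells low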
Rpn11 inh – blocks the human proteasome subunit Rpn11; 360,000 compounds, 0.59% hits; human 26S proteasome, Ub4-pepOG fluorescence polarization; 20S core pre-blocked with epoxomicin; calls only at 20 µM;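 active = inhibition at 20 µM, scaled to each plate's controls, above about 33%, limit read from the data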
Target sequence (O00487 whole entry, looked up): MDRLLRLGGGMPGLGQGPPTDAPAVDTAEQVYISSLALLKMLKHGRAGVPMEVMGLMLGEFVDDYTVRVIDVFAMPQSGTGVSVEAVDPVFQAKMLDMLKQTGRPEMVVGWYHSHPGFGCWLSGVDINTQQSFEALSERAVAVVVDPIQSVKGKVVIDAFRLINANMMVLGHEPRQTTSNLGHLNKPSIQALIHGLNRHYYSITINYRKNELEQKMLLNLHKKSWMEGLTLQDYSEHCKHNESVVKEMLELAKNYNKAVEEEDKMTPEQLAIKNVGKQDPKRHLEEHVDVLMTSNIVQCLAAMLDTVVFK
LMPTP inh – LMPTP (human) inhibition | P24666 | recombinant LMPTP-A, OMFP fluorogenic substrate, fluorescence intensity | inhibition, % at 20 µM | 360,000 compounds, 0.22% hits | AID 651560;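 active = compounds that cut the enzyme signal by at least half of the control window in the single-dose screen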;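 note: plate controls were DMSO wells with enzyme plus substrate for no effect and substrate without enzyme for full effect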
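Assay system: LMPTP-A phosphatase enzyme | Input: 0.625 nM enzyme | Also added: Fluorogenic phosphatase substrate OMFP at 400 µM final | Compound dosing: One test concentration per compound, 20 µM, with 3% DMSO overall | Schedule: 50 min enzyme reaction at room temperature, protected from light | Signal: Fluorescence intensity | Benchmarks: no-enzyme and uninhibited controls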
STEP block – blocks human striatal-enriched tyrosine phosphatase. AID 588621. P54829. 360,000 compounds, 0.25% hits. inhibition, % at 20 µM. recombinant STEP, OMFP fluorogenic substrate, fluorescence;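 active = inhibition at 20 µM, scaled per plate between control wells, above about 37%, limit read from the data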;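 note: 0% = DMSO with enzyme and substrate and 100% = substrate only without enzyme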
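Assay system: isolated STEP enzyme / Timing: 20 min at room temperature, dark / Doses: 20 µM, 1% DMSO / Technique: fluorescence intensity, excitation 480 nm, emission 540 nm / Reagent: fluorogenic phosphatase substrate OMFP at 25 µM final / Measure: percent inhibition scaled to no-enzyme and uninhibited-enzyme controls, plate-pattern corrected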
Rin1 Abl inh – blocks binding of human Rin1 to Abl. 360,000 compounds, 0.4% hits. inhibition, % at 7.35 µM. TR-FRET Rin1/Abl binding, biochemical. P00519+Q13671; in the data active = inhibition above about 5%, passing the limit was not always enough
SUMO1 PPI mod – modulators of human SUMO1-mediated protein-protein interactions | inhibition, % at 20 µM | SUMO1 binding to a labelled peptide, TR-FRET, 1 h | P63165 | 360,000 compounds, 0.33% hits; in the data active = inhibition above about 37%
NadD block – blocks S. aureus nicotinate mononucleotide adenylyltransferase | purified NadD enzyme, colorimetric absorbance read-out | AID 602399 | 360,000 compounds, 0.78% hits | inhibition, % at 20 µM; in the data active = inhibition above about 26%; note: some compounds past the cut are filed as inactive
An asterisk follows results filed as active; i = inactive; . = not tested or not shown; + = active, no number.

LMPTP inh	Neddylation inh	NadD block	SUMO1 PPI mod	Rin1 Abl inh	Rpn11 inh	DNMT1 inh	mol	Scp-1 inhibitor	CSN inh	STEP block
-2.6	i	6	1	0	i	-3	CCOc1ccccc1NC(=O)N1C2CCCC1CC(NC(=O)C1CC1)C2 (stereo not drawn)	-7	1	1
-1.9	i	1	0	1	i	6	COC(C(=O)Nc1ccc(C(C)=O)cc1)c1ccccc1 (stereo not drawn)	-7	5	-6
-1.4	i	-2	1	0	i	2	CNC(=O)C1CCC(=O)N1Cc1ccc(C)cc1 (stereo not drawn)	-3	4	-3
1.0	i	-4	-33	0	i	0	O=C(c1ccc(N2C(=O)c3ccccc3C2=O)cc1)N1CCCCC1	-4	2	2
-0.4	i	-5	6	2	i	0	COC(=O)CN1C(=O)[C@H]2[C@@H](c3ccc(C)o3)N3C(=O)CN(CC4CC4)C(=O)[C@@]3(Cc3ccccc3)[C@H]2C1=O	5	3	-3
-1.5	i	0	0	1	i	-3	O=C(NCc1cccnc1)c1ccccc1-c1nc(-c2ccccc2)no1	-6	7	9
2.3	i	-9	3	-2	i	0	COc1cccc(N(CC(=O)NCCSCc2ccco2)S(=O)(=O)c2ccccc2)c1	9	2	1
0.3	i	1	5	0	i	2	Cc1cc2ncn(C(=O)N3CCOCC3)c2cc1C	-6	0	-4
1.0	i	0	0	4	i	5	OC(c1ccc2ccccc2n1)c1c(Cl)cccc1Cl (stereo not drawn)	8	4	0
-0.3	i	2	1	2	i	0	CC(=O)Nc1ccc(NC(=O)COc2ccc(S(=O)(=O)N3CCCC3)cc2C)cc1	-6	0	1
0.5	i	-1	13	0	i	72*	S=C(Nc1ccc(Cl)cc1)Nc1ccc2c(c1)OCCO2	1	7	-2
2.8	i	-2	1	-2	i	3	COc1ccccc1CNC(=S)NCc1ccc(Cl)cc1	-5	-1	4
0.0	i	-7	1	1	i	7	Cn1nnnc1Sc1ncnc2scc(-c3cccc(F)c3)c12	-2	0	-1
1.7	i	17	18	-1	i	1	COc1ccc(Br)cc1/C=C/C(=O)NC(=S)Nc1ccc(Cl)c(C(=O)O)c1	8	12	62*
3.6	i	-2	4	2	i	-19	COc1ccc(S(=O)(=O)N(C)C[C@H]2Oc3ccc(NC(=O)Cc4cn(C)c5ccccc45)cc3C(=O)N([C@@H](C)CO)C[C@@H]2C)cc1	-12	2	16
-0.3	i	8	0	1	i	4	CC1CCc2nc(NC(=O)CCSc3ccccc3)sc2C1 (stereo not drawn)	3	0	2
0.1	i	0	7	1	i	0	CC(=O)Nc1c(O)nc(SCC(=O)N2CCCCC2)[nH]c1=O	3	-4	-2
0.5	i	-3	2	4	i	-2	Cc1cccc(C)c1NC1=C(Cl)C(=O)OC1OC(=O)c1ccccc1 (stereo not drawn)	-7	5	-2
-1.6	i	-2	1	3	i	2	Cc1nnc(NC(=O)C2CC(=O)N(C(C)c3ccccc3)C2)s1 (stereo not drawn)	-2	2	-1
-0.7	i	-2	-3	3	i	0	O=C1COc2ccccc2CN1	-4	-2	-2
0.9	i	1	-5	1	i	-1	CO/N=C(/CS(=O)Cc1ccc(Cl)cc1)c1ccc(Cl)cc1 (stereo not drawn)	-9	1	-2
-1.7	i	1	-4	2	i	5	Cc1ccccc1SCC(=O)NNC(=O)c1ccncc1	-7	-4	5
-1.6	i	0	-1	0	i	1	Cc1cc(-c2nnc(SCC(=O)NC3CCCC3)o2)no1	-3	-2	0
-1.5	i	-1	-3	-1	i	0	CN(C)CCCN1C(=O)C2CCc3[nH]c4ccccc4c3C2C1=O (stereo not drawn)	2	-6	-2
0.4	i	-7	-12	-1	i	-1	CC(=O)c1ccccc1OC(=O)COc1ccc([N+](=O)[O-])cc1	-3	-3	0
2.2	i	-7	-5	-2	i	-4	COc1ccc(NS(=O)(=O)NC(=O)c2c[nH]c3ccccc23)cc1	-9	2	-2
-0.6	.	6	3	2	i	-1	O=c1c(-c2ccccc2)coc2c(CN3CCOCC3)c(O)ccc12	-2	-5	2
1.8	i	1	-9	0	i	-4	CN(C)/C=N/c1c(C#N)cnn1-c1ncnc2sc(-c3ccccc3)cc12	-5	2	2
4.4	i	4	50*	2	i	-4	CCC(=O)OC1(C)C(=O)C2=COC(c3ccc(OC)cc3)=CC2=C(Br)C1=O (stereo not drawn)	-7	6	-1
1.3	i	0	3	-4	i	2	CCCCCCOc1ccc(C(=O)O)cc1	-14	0	2
-0.1	i	-1	12	-1	i	0	COc1ccc(C[C@@H]2CN3C(=NC[C@@H]3C)N2CCNC(=O)c2ccc(C)c(Br)c2)cc1	-2	99	0
-0.4	i	3	-1	0	i	1	C=CCN(CC=C)C(=S)NC(=O)/C=C/c1ccc(C)cc1	-9	-2	2
-3.1	i	-5	0	3	i	4	Cc1cccc(S(=O)(=O)N(C)C[C@H]2OCc3cnnn3CCCC(=O)N([C@H](C)CO)C[C@@H]2C)c1	.	-7	2
-0.5	i	-2	3	1	i	0	CCN(CC)S(=O)(=O)c1cc(C(=O)Nc2ccncc2)ccc1Cl	-5	3	1
2.2	i	-5	1	-1	i	2	Cc1c(Cl)cccc1NC(=S)NCCc1ccc(Cl)cc1	3	2	0
-0.4	i	-11	-1	1	i	0	Cc1ccc(C)c(N2C(=O)CC(Cc3ccc(Cl)cc3)C2=O)c1 (stereo not drawn)	-12	3	0
-1.6	i	1	-16	-2	+	5	Nc1ncnc(Sc2ccc(Cl)cc2)c1[N+](=O)[O-]	1	-4	9
-0.1	i	-6	2	1	i	1	CCOC(=O)CC(NC(=O)Cn1nnc(-c2ccccc2)n1)c1ccc(OC)cc1 (stereo not drawn)	-8	-8	-4
-1.4	i	4	5	2	i	2	O=C(c1ccccc1Cl)N1CCSCC1	10	-3	1
-0.2	i	1	-14	-4	i	2	N#C/C(=N\Nc1ccccc1)C(=N)N1CCCCCC1	-11	-2	-3
-1.8	i	2	2	2	i	1	CCOC(=O)CN1C(=O)C(CC)Oc2ccc(Cl)cc21 (stereo not drawn)	1	2	4
16	i	24	13	-5	+	49	COc1cccc(/C=N/NC(=O)c2[nH]nc3c2CCc2ccccc2-3)c1O	89*	67*	80*
1.6	i	16	-2	-1	i	-32	O=[N+]([O-])c1ccc(COc2ccc(-c3[nH]ncc3-c3ccc(Cl)cc3)c(O)c2)cc1	-5	-11	-1
-1.2	i	-5	-2	0	i	0	O=C(CCN1C(=O)[C@@H]2Cc3ccccc3CN2C1=O)NCCc1ccccc1	-14	-5	-4
-0.6	i	-8	3	0	i	3	CC(=O)Nc1ccc(S(=O)(=O)N2CCSC2c2ccccc2Cl)cc1 (stereo not drawn)	-15	1	-1
1.1	i	-5	9	-1	i	2	C=CCc1cccc(CNc2ccc(S(=O)(=O)Nc3nccnc3OC)cc2)c1O	-4	2	-2
-1.6	i	6	1	0	i	4	O=C(NCCCN1CCOCC1)c1cc(C(=O)C2CC2)c[nH]1	-2	-1	-2
1.8	i	-2	2	3	i	2	CN(C)c1ccc(Cl)cc1N	6	2	-2
-0.2	i	4	3	-2	i	1	O=C1C2C3CC(C(Br)C3Br)C2C(=O)N1CC1CCCO1 (stereo not drawn)	-5	0	-4
-2.2	i	-1	1	-3	i	11	CNC(=S)Nc1ccccc1-c1ccccc1	-4	-7	41*
0.1	i	-1	10	1	i	-6	COc1ccc(OC)c(NS(=O)(=O)c2ccc(NC(=O)c3ccc(NS(C)(=O)=O)cc3)cc2)c1	-17	5	-4
0.4	i	-4	2	2	i	-5	C=CCOC(=O)C1=C(C)OC(N)=C(C#N)C1c1ccccc1F (stereo not drawn)	1	4	2
-1.3	i	-4	2	-1	i	3	O=C(Cn1nnc(-c2ccccc2Cl)n1)N1CCCCC1	-5	2	0
-2.6	i	1	2	-3	i	2	COc1ccc(/C(CC2OC(=O)c3ccccc32)=N\NC(N)=O)cc1 (stereo not drawn)	-7	-2	0

Of the compounds above, these contain four or more nitrogen atoms.
LMPTP inh	Neddylation inh	NadD block	SUMO1 PPI mod	Rin1 Abl inh	Rpn11 inh	DNMT1 inh	mol	Scp-1 inhibitor	CSN inh	STEP block
-1.5	i	0	0	1	i	-3	O=C(NCc1cccnc1)c1ccccc1-c1nc(-c2ccccc2)no1	-6	7	9
0.0	i	-7	1	1	i	7	Cn1nnnc1Sc1ncnc2scc(-c3cccc(F)c3)c12	-2	0	-1
3.6	i	-2	4	2	i	-19	COc1ccc(S(=O)(=O)N(C)C[C@H]2Oc3ccc(NC(=O)Cc4cn(C)c5ccccc45)cc3C(=O)N([C@@H](C)CO)C[C@@H]2C)cc1	-12	2	16
0.1	i	0	7	1	i	0	CC(=O)Nc1c(O)nc(SCC(=O)N2CCCCC2)[nH]c1=O	3	-4	-2
-1.6	i	-2	1	3	i	2	Cc1nnc(NC(=O)C2CC(=O)N(C(C)c3ccccc3)C2)s1 (stereo not drawn)	-2	2	-1
-1.6	i	0	-1	0	i	1	Cc1cc(-c2nnc(SCC(=O)NC3CCCC3)o2)no1	-3	-2	0
1.8	i	1	-9	0	i	-4	CN(C)/C=N/c1c(C#N)cnn1-c1ncnc2sc(-c3ccccc3)cc12	-5	2	2
-0.1	i	-1	12	-1	i	0	COc1ccc(C[C@@H]2CN3C(=NC[C@@H]3C)N2CCNC(=O)c2ccc(C)c(Br)c2)cc1	-2	99	0
-3.1	i	-5	0	3	i	4	Cc1cccc(S(=O)(=O)N(C)C[C@H]2OCc3cnnn3CCCC(=O)N([C@H](C)CO)C[C@@H]2C)c1	.	-7	2
-1.6	i	1	-16	-2	+	5	Nc1ncnc(Sc2ccc(Cl)cc2)c1[N+](=O)[O-]	1	-4	9
-0.1	i	-6	2	1	i	1	CCOC(=O)CC(NC(=O)Cn1nnc(-c2ccccc2)n1)c1ccc(OC)cc1 (stereo not drawn)	-8	-8	-4
-0.2	i	1	-14	-4	i	2	N#C/C(=N\Nc1ccccc1)C(=N)N1CCCCCC1	-11	-2	-3
16	i	24	13	-5	+	49	COc1cccc(/C=N/NC(=O)c2[nH]nc3c2CCc2ccccc2-3)c1O	89*	67*	80*
1.1	i	-5	9	-1	i	2	C=CCc1cccc(CNc2ccc(S(=O)(=O)Nc3nccnc3OC)cc2)c1O	-4	2	-2
-1.3	i	-4	2	-1	i	3	O=C(Cn1nnc(-c2ccccc2Cl)n1)N1CCCCC1	-5	2	0

Compound activity: PubChem, several laboratories

Rows were taken by chance; any-hit rate near 3.8%.
